# MCF10A rerep – A quantitative high throughput screen for small molecules that induce DNA re-replication in MCF 10a normal breast cells; Potency, µM (highest dose often 46.1 µM), inactives show at the top dose activity, positive = re-replication, hits mostly activators; hit rate 2.9% among 350,000; MCF 10A DNA re-replication, Hoechst nuclear intensity, 48 h; further: potency means the concentration at half of the fitted maximal effect; % of control where 0% means no effect; nearly all actives have a fitted effect of over 50% in size
# KB-V1 MDR tox – qHTS assay for MDR1-selective chemotherapeutics: Primary screen using the drug-selected MDR subline cells KB-V1; KB-V1 MDR cells viability, CellTiter-Glo, 72 h; Potency, µM (doses to about 46.1 µM), without a hit: top-dose activity change, negative = cytotoxicity, hits mostly cytotoxic; hit rate 3.4% among 400,000; further: potency means the concentration at half of the fitted maximal effect; on the % scale 0 is the no-effect control and ±100 the full control effect; nearly all actives have a fitted effect of over 60% in size
#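 Luminescent ATP read-out (CellTiter-Glo, 10 min) measures survival of drug-selected KB-V1 MDR cells after 72 h, 37 degrees C compound exposure. Medium: phenol-red-free DMEM, 10% FBS. Values from fitted concentration-response curves.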
# IL-1B inflam inh – qHTS for Inhibitors of Inflammasome Signaling: IL-1-beta AlphaLISA Primary Screen; THP-1 LPS/ATP IL-1B secretion, AlphaLISA, 16 h; hits give low values; activity change, % at 57.5 µM; hit rate 4.7% among 360,000; AID 743279, 2014; in the data active means activity change below about -50%; inconclusive means mostly about -30% to -49%; further: on the % scale 0 is the no-effect control and ±100 the full control effect
#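 Secreted IL-1B measured by AlphaLISA bead assay after 16 h compound exposure of THP-1 cells; compounds (final up to 57.5 uM) added 1 h before LPS (250 ng/mL) and ATP (1.25 mM) stimulation; lower signal means less secretion.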
# ATXN2 expr inh – Primary qHTS for Inhibitors of ATXN expression | AID 1745845, 2022 | Potency, µM (doses to about 57 µM), for the others: at the top dose activity change, negative = inhibition, hits mostly inhibitors | hit rate 0.72% among 360,000 | HEK-293 ATXN2-luciferase reporter, luminescence, 24 h; further: potency means the concentration at half of the fitted maximal effect; on the % scale 0 is the no-effect control and ±100 the full control effect; nearly all actives have a fitted effect of over 55% in size
#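 ATXN2-luciferase reporter cells (luciferase flanked by upstream and downstream ATXN2 gene portions) were treated 24 h at 37 °C with compounds at up to 57 uM. SteadyGlo luminescence gave expression; GF-AFC fluorescence gave viability.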
# KB-3-1 tox – qHTS assay for MDR1-selective chemotherapeutics: Primary screen using the parental adenocarcinoma cell KB-3-1; hit rate 1.4% among 400,000; KB-3-1 viability, CellTiter-Glo ATP luminescence, 72 h; Potency, µM (titrated, usually from 46.1 µM), inactives show top-dose activity change, negative = cytotoxic, most hits filed as cytotoxic; further: potency means the concentration at half of the fitted maximal effect; on the % scale 0 is the no-effect control and ±100 the full control effect; nearly all actives have a fitted effect of over 60% in size
#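 KB-3-1 cells, DMEM (no phenol red) + 10% FBS; compound by pin transfer, 72 h, 37 °C. Readout: CellTiter-Glo luminescence after 10 min. Data normalized, curve-fitted.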
# HT1080NT lethal – qHTS for induction of synthetic lethality in tumor cells producing 2HG: qHTS for the HT-1080-NT fibrosarcoma cell line. HT-1080-NT fibrosarcoma viability, CellTiter-Glo ATP luminescence, 48 h. Potency, µM (titrated, usually from 46.1 µM), without a hit: top-dose activity, negative = less viability, hits mostly cytotoxic. hit rate 1.6% among 360,000;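 further: NT is the 2HG producing partner of a matched IDH1 knockdown line; potency means the concentration at half of the fitted maximal effect; 0% = DMSO-treated cells and -100% = media-only wells without cells; nearly all actives have a fitted effect of over 55% in size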
#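 HT-1080-NT fibrosarcoma cells (2HG-overproducing), 750 cells/well in RPMI with 5% FBS, dosed after 2 h and incubated 48 h at 37C. CellTiter-Glo luminescence normalized to DMSO and no-cell wells; concentration-response curves fitted and classed.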
# SW480 rerep – A quantitative high throughput screen for small molecules that induce DNA re-replication in SW480 colon adenocarcinoma cells; SW480 DNA re-replication, Hoechst DNA content imaging, 48 h; Potency, µM (top dose mostly 46.1 µM), for the others: at the top dose re-replication activation, usual class: activators; hit rate 1.8% among 340,000; further: potency means the concentration at half of the fitted maximal effect; % of control where 0% means no effect; nearly all actives have a fitted effect of over 55% in size
#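 Readout is total intensity of Hoechst-stained nuclei, excited at 405 nm and collected at 500-530 nm. Compound treatment lasted 48 hr at 37 C in 5% CO2 before staining.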
# WRN helicase inh – qHTS for Inhibitors of WRN Helicase; Bifunctional 3'-5' exonuclease/ATP-dependent helicase WRN (Homo sapiens), Q14191; WRN helicase unwinding, fluorescent forked duplex, kinetic; Potency, µM (series often up to 114 µM), for inactives: at the top dose activity change, negative = inhibition, hits mostly inhibitors; hit rate 0.46% among 360,000; AID 651768, 2012; further: potency means the concentration at half of the fitted maximal effect; on the % scale 0 is the no-effect control and ±100 the full control effect; nearly all actives have a fitted effect of over 55% in size
# Target sequence (Q14191 whole entry, looked up): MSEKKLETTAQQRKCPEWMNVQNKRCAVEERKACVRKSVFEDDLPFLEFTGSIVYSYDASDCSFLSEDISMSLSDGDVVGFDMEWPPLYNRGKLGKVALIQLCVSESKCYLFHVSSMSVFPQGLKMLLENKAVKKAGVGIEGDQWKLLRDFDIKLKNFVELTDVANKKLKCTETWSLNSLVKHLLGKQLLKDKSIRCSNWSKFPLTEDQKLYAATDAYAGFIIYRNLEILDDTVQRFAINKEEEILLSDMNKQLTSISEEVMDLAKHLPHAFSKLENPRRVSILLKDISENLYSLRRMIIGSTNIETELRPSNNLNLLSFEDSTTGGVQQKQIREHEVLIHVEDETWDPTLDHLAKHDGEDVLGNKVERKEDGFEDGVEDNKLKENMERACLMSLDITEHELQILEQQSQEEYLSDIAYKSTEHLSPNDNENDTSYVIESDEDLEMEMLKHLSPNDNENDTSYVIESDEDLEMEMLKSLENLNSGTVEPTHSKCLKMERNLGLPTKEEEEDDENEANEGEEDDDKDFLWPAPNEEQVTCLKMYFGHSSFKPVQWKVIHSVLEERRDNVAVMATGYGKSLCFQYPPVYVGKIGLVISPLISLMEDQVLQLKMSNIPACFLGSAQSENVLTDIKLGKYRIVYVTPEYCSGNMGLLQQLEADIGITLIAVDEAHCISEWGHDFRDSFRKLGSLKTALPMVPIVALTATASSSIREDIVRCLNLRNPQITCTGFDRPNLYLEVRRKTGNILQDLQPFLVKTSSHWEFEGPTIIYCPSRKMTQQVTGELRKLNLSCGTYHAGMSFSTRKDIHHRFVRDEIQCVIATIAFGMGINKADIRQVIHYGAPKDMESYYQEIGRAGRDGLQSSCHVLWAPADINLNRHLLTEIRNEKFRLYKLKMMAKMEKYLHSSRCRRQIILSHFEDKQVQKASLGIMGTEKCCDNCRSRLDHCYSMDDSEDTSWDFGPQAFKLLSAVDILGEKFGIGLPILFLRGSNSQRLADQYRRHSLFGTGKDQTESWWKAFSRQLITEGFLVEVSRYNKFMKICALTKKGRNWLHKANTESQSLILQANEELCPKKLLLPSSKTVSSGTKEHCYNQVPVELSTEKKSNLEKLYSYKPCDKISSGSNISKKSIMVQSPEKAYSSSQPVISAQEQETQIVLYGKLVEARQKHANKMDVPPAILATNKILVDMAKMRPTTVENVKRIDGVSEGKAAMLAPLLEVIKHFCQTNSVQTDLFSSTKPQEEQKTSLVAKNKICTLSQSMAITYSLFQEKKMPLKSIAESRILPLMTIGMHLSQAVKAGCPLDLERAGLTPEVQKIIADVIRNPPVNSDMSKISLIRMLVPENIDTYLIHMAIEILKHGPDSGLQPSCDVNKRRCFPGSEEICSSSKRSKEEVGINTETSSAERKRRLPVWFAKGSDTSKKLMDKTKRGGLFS
#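 WRN at 20 nM final preincubated with compound 15 min at room temperature; reaction started with 100 nM fluorophore/quencher forked duplex oligonucleotide and 2 mM ATP final. Unwinding followed kinetically by red fluorescence (ex 525, em 598 nm).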
# HT1080 IDH1KD tx – qHTS for induction of synthetic lethality in tumor cells producing 2HG: qHTS for the HT-1080-IDH1KD cell line; AID 686971, 2013; hit rate 2% among 360,000; HT-1080 IDH1 knockdown viability, ATP luminescence, 48 h; Potency, µM (doses to about 46.1 µM), without a hit: at the highest dose activity, negative = toxicity, actives largely listed as cytotoxic;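 further: potency means the concentration at half of the fitted maximal effect; 0% = DMSO wells and -100% = cell-free medium wells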
#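 Assay cells: HT-1080 with IDH1 knockdown, 750 per well, RPMI/5% FBS. Exposure: 48 h at 37 °C following 2 h pre-incubation. Read: CellTiter-Glo luminescence; fitted concentration-response, curve class assigned.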
# The depositor's hits bear a star; ? = inconclusive; · = not tested or not shown; [ ] = dose if it differs, or a comment. Unless noted, the call rests on the fitted dose curve; in most records, active means well fitted curve in the direction sought with a large enough effect; inconclusive means small, poorly fitted or top-dose-only effect, or another doubt; inactive means no such curve, though single readings can be large; an effect the other way counts as inactive or inconclusive. Hits appear at their usual frequency. Share with any hit: about 12%.
SMILES,MCF10A rerep,KB-V1 MDR tox,IL-1B inflam inh,ATXN2 expr inh,KB-3-1 tox,HT1080NT lethal,SW480 rerep,WRN helicase inh,HT1080 IDH1KD tx
Cc1ccc(C)c(NC(=O)c2cnccn2)c1,?,5%,-13,-2%,-1%,25%,0%,7%,21%
C=C(C)Cn1c(C)cc(C)c(S(=O)(=O)c2ccccc2C)c1=O,?,6%,8,-7%,15%,-5%,-2%,-11%,-6%
O=C(CSc1ccc2c(c1)OCCO2)Nc1cccnc1,4%,13%,20,-2%,-4%,3%,-3%,-5%,-12%
O=C(CN1CCN(S(=O)(=O)c2ccc(F)cc2)CC1)Nc1ccc2c(c1)OCCO2,-1%,?,-2,0%,-2%,-12%,-3%,-18%,-1%
O=C(NCCNc1ccc([N+](=O)[O-])cc1)c1cccc2c(Br)cccc12,3%,?,0,-26%,-12%,?,-4%,-7%,?
CCOc1cc(C(=O)Nc2cccnc2)cc(OCC)c1OCC,24%,-13%,38,·,-19%,2%,4%,-3%,-6%
CC(=O)C1C(=O)CC(c2ccc(Cl)cc2)CC1=O (centres undefined),14%,?,-2,11%,9%,3%,-3%,-2%,6%
CC1(C)CC(=O)C(C=NCCN2CCOCC2)=C(O)C1,-5%,-12%,1,-13%,-20%,-6%,6.5µM*,-4%,0%
COc1ccccc1/C=N/NC(=O)c1ccccc1NS(=O)(=O)c1ccc(C)cc1,0%,-5%,0,-4%,-3%,3%,-38%[inhibitor],-1%,18%
COc1cccc(/C=C/C(=O)c2cccc([N+](=O)[O-])c2)c1OC,?,?,-25,-12%,17%,23µM*,?,-5%,?
O=C(Cc1ccc(N2CCNC2=O)cc1)N1CCCC(Nc2cccc(F)c2)C1 (centres undefined),3.7µM*,?,47,·,4.1µM*,?,?,-7%,5.8µM*
O=C(NS(=O)(=O)c1ccc(Cl)cc1)c1ccccc1,-15%,-3%,0,-7%,-3%,1%,-5%,1%,-1%
S=c1nc(-c2ccccc2)n(Cc2cccnc2)c2c1CCCC2,-1%,23%,11,1%,0%,4%,-8%,5%,5%
S=c1[nH]nc(C2CCCCC2)n1/N=C/c1ccncc1,?,-5%,-15,0%[11.3 µM],-10%,3%,1%,-30%[57.1 µM],4%
COc1ccc(C(C)(C)NC(=O)C2CCC(=O)N(C3CCCC3)C2)cc1OC (centres undefined),1%,1%,0,2%,1%,0%,-5%,1%,13%
CN(C)CCNc1c(N)c(=O)oc2ccccc12,1%,4%,19,17%,2%,12%,7%,-25%,1%
O=C(Nc1ccccc1F)c1cnccn1,-12%,-2%,-13,42%[activator],16%,29%,-8%,3%,14%
COc1cc(/C=N\NC(=O)c2ccc(C)nc2)ccc1OC(=O)c1ccc2c(c1)OCO2,0%,24%,7,·,4%,0%,-114%[inhibitor],-15%,3%
Cc1c(C)c2ccc(O)c(CN3CCCC3)c2oc1=O,17%,18%,-2,1%,8%,8%,-28%,-2%[57.1 µM],16%
COc1cc2c(cc1NC(=O)C(C)OC(=O)C1CC(=O)N(Cc3ccco3)C1)oc1ccccc12 (centres undefined),?,1%,-18,53%[activator],0%,-1%,-1%[9.22 µM],-20%,?
CN(CC(=O)N1CCCCCC1)S(=O)(=O)c1cccc2cccnc12,-2%,4%,12,-2%,-8%,7%,2%,-9%,4%
COc1ccc(S(=O)(=O)N2CCOCC2)cc1Br,?,0%,7,3%,7%,2%,-11%,-1%,-2%
O=C1N[C@H](Cc2ccccc2)CO1,?,-15%,25,0%,-9%,20%,-8%,5%,7%
C=CCNc1nc(-c2cccc(OC)c2O)nc2ccccc12,23µM*,-11%,-12,-20%,16%,-8%,4%,-25%,-21%
O=C(CN1C(=O)CSc2ccccc21)NC1CCCC1,-1%,?,14,6%,-9%,0%,2%,8%,-3%
O=C(CCS(=O)(=O)Cc1ccccc1)N1CCN(c2ccc([N+](=O)[O-])cc2)CC1,1%,-7%,-22,-24%,9%,0%,14%,-8%,-6%
COc1ccc(-n2c(SCC(=O)Nc3ccc(C(=O)O)cc3)nnc2-c2cccs2)cc1,2%,27%,21,-31%,15%,7%,-2%,-8%,5%
COCCNC(=O)c1ccccc1NC(=O)CCSc1ccccc1,1.3µM*,?,20,-18%,-3%,0%,17%,10%,0%
O=C(NC(=S)Nc1cccc(Cl)c1N1CCCC1)c1ccc(-c2cccc([N+](=O)[O-])c2)o1,?,0%,-5,2%,-13%,4%[9.24 µM],?,-10%,-29%
COc1cccc(N2CCN(c3ccc4nnc(CCC(=O)N5CCC(C)CC5)n4n3)CC2)c1,-2%,-24%,-16,-21%,5%,-3%,17%,4%,-5%
CC(=O)Nc1cc(-c2ccccc2N(C)C)cn2c(-c3ccc(F)c(Cl)c3)cnc12,·,?,?,?,?,29µM*,·,-13%,?
CN(C)S(=O)(=O)c1ccc(C(=O)Nc2nnc(SCc3cccc(F)c3)s2)cc1,-1%,-11%,-6,-2%,-1%,0%,0%,-4%,2%
O=C(Nc1nncs1)c1cc(S(=O)(=O)N2CCCCC2)ccc1Cl,1%,3%,7,-7%,3%,-1%,-8%,2%,7%
CCCc1nc(N2CCN(S(=O)(=O)c3ccc(Cl)cc3)CC2)c2c(C)c(C)sc2n1,22%,-30%,38,-21%,-3%,4%,12%,1%,5%
COc1ccc(-c2ccc(CCC(=O)O)n2CC(C)C)cc1,?,-21%,38,-13%,?,?,9.2µM*,-8%,?
O=C(N/N=C/c1ccncc1)C1C2CCCCCCC21 (centres undefined),-21%,-23%,0,24%,-2%,0%,-2%,9%,2%
C=C(C)CC1Nc2ccccc2NC1CC(=C)C (centres undefined),?,1%,-6,-2%,-7%,-8%,0%,1%,-12%
Cc1ccc(C2=C/C(=C/c3cccs3)C(=O)O2)cc1,2%,-2%,-12,2%,1%,10%,8%,2%,14%
COc1ccc(C(=O)NNC(=O)Cc2ccc([N+](=O)[O-])cc2)cc1,2%,-13%,-10,-7%,24%,13%,0%,-1%,13%
Cc1[nH]c(=O)c(C#N)c(C)c1Cc1ccc(Cl)cc1Cl,5%,7%,2,0%,-2%,0%,9%,-3%,2%
Cc1ccc(S(=O)(=O)N2CCN(C(C)CC(=O)O)CC2)cc1 (centres undefined),0%,?,10,-12%,-1%,0%,37%,8%,0%
CCNC(=O)CN(C1CCCCC1)S(=O)(=O)c1ccc(F)cc1,3%,13µM*,-8,1%,1%,3%,1%,3%,4%
CCN(CC)S(=O)(=O)c1cccc(NC(=O)COC(=O)CCC(=O)c2ccc(F)cc2)c1,-1%,-17%,15,8%,9%,8%,-4%,-7%,15%
CC(C)Cc1cc(CN2CCCC(CO)(Cc3cccc(Cl)c3)C2)[nH]n1 (centres undefined),8%,-19%,?,?,3%,-12%,-8%,-4%,?
COCC(=O)Nc1ccc([N+](=O)[O-])cc1C,3%,10%,5,-11%,8%,9%,-3%,-13%,8%
Cc1ccc(C(=O)N/C(=C\c2ccc(F)cc2)C(=O)NCc2ccncc2)cc1,2%,24%,0,-15%,-2%,3%,2%,-7%,10%
Cc1ccc(C)c(-c2nnc(NC(=O)CS(=O)(=O)c3ccccc3)o2)c1,8%,0%,-3,16%,-10%,-1%,?,-13%,-21%
CN(C)CCOCCP(=O)(c1ccccc1)c1ccccc1,4%,4%,-4,-1%,7%,10%,-3%,3%,3%
COc1ccc(Cn2nnc(C(=O)Nc3ccc4c(c3)OCCO4)c2N)cc1Br,?,-11%,0,17%,?,-22%,?,-16%,?
C[C@H](NC(=O)c1ccc(Cl)c(S(=O)(=O)N2CCOCC2)c1)c1nc2ccccc2[nH]1,1%,-2%,1,·,7%,-2%,10%,-3%,2%
O=C(NC1CCCC1)C(Cc1ccccc1)n1cccc1 (centres undefined),-3%,-13%,2,2%,3%,-6%,-1%,3%,4%
O=C(/C=C/c1c(F)cccc1Cl)NCc1ccc2c(c1)OCO2,0%,0%,0,2%,2%,6%,-3%,6%,1%
CCOc1ccccc1N(CC(=O)Nc1cccc(OC)c1)S(=O)(=O)c1ccccc1,27%,-8%,10,3%,-2%,2%,0%,7%,-4%
Cc1cccc(-n2c(CNC(=O)c3cccc([N+](=O)[O-])c3C)n[nH]c2=S)c1,-1%,-1%,-1,17%,-4%,18%,2%,-5%,25%
CC(=O)Nc1cc(C(=O)N2CCCC2)ccc1S(=O)(=O)c1ccc(Cl)cc1,-1%,0%,0,6%,?,5%,-4%,2%,9%
COc1ccc(-c2nsc(C(=O)N(c3ccc(F)cc3)C(C(=O)NC3CCCC3)c3ccc(OC)cc3)c2N)cc1 (centres undefined),-2%,-9%,-3,2%,15%,?,3%,4%,-2%

# Screens as filed in PubChem BioAssay.
